# From PubChem BioAssay
# MCF10A rereplic = induces DNA re-replication in MCF 10a normal breast cells | MCF 10A DNA re-replication, Hoechst nuclear intensity, 48 h | Potency, µM (top dose mostly 46.1 µM), for inactives: at the highest dose activity, positive = re-replication, most hits filed as activators | 2.9% of 350,000 active | AID 624296; note: potency is the fitted concentration of half-maximal effect; % of control where 0% means no effect; nearly all actives have a fitted effect of over 50% in size
# ATXN2 expr inh = ATXN2 expression inhibition; HEK-293 ATXN2-luciferase reporter, luminescence, 24 h; Potency, µM (top dose mostly 57 µM), inactives show at the top dose activity change, negative = inhibition, hits mostly inhibitors; 0.72% of 360,000 active; note: potency is the fitted concentration of half-maximal effect; % is set by controls: 0 for no effect and ±100 for the full control effect; nearly all actives have a fitted effect of over 55% in size
#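 ATXN2-luciferase reporter cells (luciferase flanked by upstream and downstream ATXN2 gene portions) were treated 24 h at 37 °C with compounds at up to 57 uM. SteadyGlo luminescence gave expression; GF-AFC fluorescence gave viability.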
# Nrf2 inh = Nrf2 pathway inhibition; 2.1% of 360,000 active; A549 ARE-Fluc reporter, luciferase luminescence, 18-24 h; Potency, µM (highest dose often 46 µM), without a hit: top-dose activity change, negative = inhibition, usual class: inhibitors; AID 504444; note: potency is the fitted concentration of half-maximal effect; % is set by controls: 0 for no effect and ±100 for the full control effect; nearly all actives have a fitted effect of over 60% in size
#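 Reporter: ARE-Fluc in A549. Exposure: 18-24 h, 37 °C, 5% CO2, 5% FBS OPTI-MEM. Readouts: fluorescent cytotoxicity (CellTiter-Fluor), then luminescent Nrf2 signal after BugLite.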
# S2 tox = reduces viability in counter-screen for ATXN expression inhibitors | S2 cells (HEK-293 line with an ATXN2-luciferase reporter) viability, CellTiter-Fluor protease fluorescence, 24 h | 0.49% of 400,000 active | Potency, µM (highest dose often 56.7 µM), most hits filed as cytotoxic | AID 651635; note: potency is the fitted concentration of half-maximal effect; nearly all actives have a fitted effect of over 40% in size
# Nrf2 activator = Nrf2 pathway activation. AID 624171. 0.31% of 410,000 active. AREc32 ARE-luciferase reporter (MCF7-derived line), luminescence, 24 h. Potency, µM (top dose mostly 46.1 µM), without a hit: top-dose activation, hits mostly activators; note: potency is the fitted concentration of half-maximal effect; % of control where 0% means no effect; nearly all actives have a fitted effect of over 65% in size
#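 Each well held 1000 AREc32 cells, which were incubated with compound for 24 hr at 37 deg C after overnight attachment, and ARE reporter activity was quantified by firefly luciferase luminescence.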
# IL1B secr inh = blocks inflammasome-driven IL-1 beta release; activity change, % at 57.5 µM; THP-1 LPS/ATP IL-1B secretion, AlphaLISA, 16 h; stronger effect = lower value; 4.7% of 360,000 active; in the data active = activity change below about -50%; inconclusive = mostly about -30% to -49%; note: % is set by controls: 0 for no effect and ±100 for the full control effect
#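 THP-1 cells pretreated 1 hr with compounds (up to 57.5 uM final), then stimulated with LPS (250 ng/mL final) plus ATP (1.25 mM final); secreted IL-1B measured by AlphaLISA after 16 hr, decreased signal indicating inhibition.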
# HepG2 tox = kills HepG2 cells in TGF-b inhibitor counter-screen; 0.76% of 410,000 active; AID 588856; HepG2 CAGA-GFP viability, ATP luminescence, 18 h; Potency, µM (top dose mostly 46.1 µM), for inactives: at the highest dose activity change, negative = cytotoxicity, usual class: cytotoxic; note: potency is the fitted concentration of half-maximal effect; some results filed as inactive show a strong effect at the top dose
#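 CellTiter-Glo luminescence gave cytotoxicity after 18 hours at 37 degrees C. The cells were HepG2 CAGA-GFP in 1% FBS DMEM, stimulated with 500 pg/mL TGF-beta after compound addition. %Activity was normalised to no-cell wells (complete cell-killing) and DMSO (no toxicity), and curves were fitted and classified.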
# A549 viability = counter-screen for Nrf2 inhibitors: cytotoxicity in A549 cells | A549 ARE-Fluc cells, CellTiter-Fluor viability, 18-24 h | Potency, µM (titrated, usually from 46 µM), for the others: at the top dose activity change, negative = cytotoxicity, actives largely listed as inhibitors | 0.16% of 390,000 active; note: potency is the fitted concentration of half-maximal effect; % is set by controls: 0 for no effect and ±100 for the full control effect
#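 A549 ARE_Fluc cells in 5% FBS OPTI-MEM were exposed to compounds in concentration-response for 18-24 h at 37 deg C. Viability was read by CellTiter-Fluor fluorescence (Ex 405/Em 525) after 30 min, before the luciferase read.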
# TGFb SMAD3 inh = inhibitors of TGF-b signaling | HepG2 CAGA-GFP TGF-b/SMAD3 reporter, GFP fluorescence, 18 h; TGF-beta stimulated, 500 pg/mL final | Potency, µM (doses to about 46.1 µM), inactives show top-dose activity, negative = inhibition, most hits filed as inhibitors | 1.2% of 410,000 active; note: potency is the fitted concentration of half-maximal effect; % is set by controls: 0 for no effect and ±100 for the full control effect; nearly all actives have a fitted effect of over 65% in size
#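 Inhibition of TGF-beta-driven CAGA-GFP reporter expression in HEPG2 cells is measured by cellular GFP fluorescence after 18 h stimulation with 500 pg/mL recombinant TGF-beta in 1% FBS medium at 37 degrees C.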
# * marks the source's active call; other numbers are inactive results; i = inactive; ? = inconclusive; nt = no result given; & = joins results of further samples; ! = not confirmed by another sample; [ ] = dose if it differs, or a comment. Unless noted, calls come from the whole dose curve; as a rule, active = well fitted curve in the direction sought with a large enough effect; inconclusive = small, poorly fitted or top-dose-only effect, or another doubt; inactive = no such curve, though single readings can be large; an effect the other way counts as inactive or inconclusive.
SMILES,MCF10A rereplic,ATXN2 expr inh,Nrf2 inh,S2 tox,Nrf2 activator,IL1B secr inh,HepG2 tox,A549 viability,TGFb SMAD3 inh
O=C(CCn1c(=O)oc2ccccc21)NCCCN1CCN(c2ccc(F)cc2)CC1,0%,nt,6%,nt,-0.2%,-12,1%,-7%,0%
Cc1cc2c(cc1C)[n+](C)cn2CC(O)COCC1CC=CCC1 (stereo unspecified),24%,-24%,?,i,0.0%,-11,2%,-3%,-3%
CC(OC(=O)c1cccc([N+](=O)[O-])c1)C(=O)N1CCc2ccccc21 (stereo unspecified),15%,-9%,7%,?,0.3%,35,6%,3%,-30%
C[C@@H]1CN([C@@H](C)CO)C(=O)CCCn2nncc2CO[C@H]1CN(C)C(=O)c1ccc2ccn(C)c2c1,nt,1%,nt,i,-0.9%,-6,-1%,nt,5%
COc1ccc(NC(=O)CN2C(=O)NC(C)(C3CC3)C2=O)cc1S(=O)(=O)N1CCOCC1 (stereo unspecified),7%,13%,15%,i,3.8%,17,3%,0%,15%
CC1=NN(c2ccc(Cl)cc2)C(=O)C1C(c1cccc(O)c1)c1c(C)[nH]n(-c2ccc(Cl)cc2)c1=O (stereo unspecified),?,-17%,?,i,11%,0,-42%,-9%,?
COc1cc(OC)c(NC2(c3ccccc3)C(=O)c3ccccc3C2=O)cc1Cl,nt,4%,?,i,1.0%,nt,-26%,-6%,1%
CCc1sc(NC(=O)c2cc3ccccc3oc2=O)nc1-c1cccs1,9%,-13%,2%,i,-1.6%,-15,-12%,2%,9%
COc1ccccc1/C=C/CN1CCN(Cc2ccc(C)o2)C(CCO)C1 (stereo unspecified),0%,-1%,6%,i,5.9%,-3,-16%,-1%,-2%
CCOc1cc(/C=C/c2cccc[n+]2C)ccc1O,-9%,?,-10%,?,-0.4%,6,33%,?,7%
COC(=O)C(NC(=O)c1c(C)nn(C)c1Cl)c1ccccc1 (stereo unspecified),0%,5%,1%,i,-0.5%,11,-4%,1%,11%
COc1ccccc1-c1c(C)nn2c(N3CCOCC3)cc(C)nc12,-3%,-8%,?,i,-0.5%,30,1%,-1%,8%
COc1ccccc1CCc1nnc(CCC(=O)NCCCOc2cccnc2)o1,1%,nt,?,i,4.1%,26,-45%,10%,?
CCOC(=O)CNC(=O)c1nn(-c2ccc(OCC)cc2)c(=O)c2ccccc12,2%,-14%,nt,i,-0.2%,-2,-19%,-4%,?
Cc1ccsc1/C=N/n1c(-c2ccccn2)n[nH]c1=S,7%,-12%,1%,i,0.8%,13,-14%,-2%,5%
COc1ccc2sc(NC(=O)c3ccco3)nc2c1,-2%,-36%,?,i,13%,8,-41%,-9%,-6%
COc1ccccc1N1CCN(C(=O)c2onc(C)c2Cl)CC1,16%,?,15%,i,-2.1%,78,-6%,-2%,-6%
Cc1cccc(S(=O)(=O)NCCNS(=O)(=O)c2cccc(C)c2)c1,0%,-5%,-3%,i,0.3%,22,-5%,-6%,-15%
COc1ccc(CNC(=O)c2ccc3ccccc3n2)cc1OC,8%,-26%,13µM*,i,2.6%,-1,-35%,-16%,?
CCOc1ccc(NC(=O)CN(C)C(=O)c2cn3ccccc3n2)cc1OCC,-1%,2%,4%,i,0.0%,14,-1%,5%,1%

# Some of these compounds in order of their number in Nrf2 activator, smallest number first.
Structure | Nrf2 activator | IL1B secr inh | TGFb SMAD3 inh
C[C@@H]1CN([C@@H](C)CO)C(=O)CCCn2nncc2CO[C@H]1CN(C)C(=O)c1ccc2ccn(C)c2c1 | -0.9% | -6 | 5%
CCOC(=O)CNC(=O)c1nn(-c2ccc(OCC)cc2)c(=O)c2ccccc12 | -0.2% | -2 | ?
Cc1cc2c(cc1C)[n+](C)cn2CC(O)COCC1CC=CCC1 (stereo unspecified) | 0.0% | -11 | -3%

# Copied from the entries so far for reference:
SMILES,MCF10A rereplic,ATXN2 expr inh,Nrf2 inh,S2 tox,Nrf2 activator,IL1B secr inh,HepG2 tox,A549 viability,TGFb SMAD3 inh
CCc1sc(NC(=O)c2cc3ccccc3oc2=O)nc1-c1cccs1,9%,-13%,2%,i,-1.6%,-15,-12%,2%,9%
COc1ccccc1/C=C/CN1CCN(Cc2ccc(C)o2)C(CCO)C1 (stereo unspecified),0%,-1%,6%,i,5.9%,-3,-16%,-1%,-2%
CCOc1cc(/C=C/c2cccc[n+]2C)ccc1O,-9%,?,-10%,?,-0.4%,6,33%,?,7%

# Next part.
SMILES,MCF10A rereplic,ATXN2 expr inh,Nrf2 inh,S2 tox,Nrf2 activator,IL1B secr inh,HepG2 tox,A549 viability,TGFb SMAD3 inh
COc1ccc(OCC2CNC(=O)O2)cc1 (stereo unspecified),0%,-4%,15%,i,0.2%,-2,5%,11%,-9%
Cc1c(C(=O)N(Cc2ccncc2)CC2CCCO2)oc2c(F)cccc12 (stereo unspecified),2%,-4%,-8%,i,1.4%,6,-12%,-7%,-15%
COc1ccc(-c2cccc(-c3cc(=O)oc4cc(OC)c(OC)c(OC)c34)c2)cc1,?,3%,-9%,?,4.4%,72,-22%,1%,-18%
Cc1ccc(/C=C/C(=O)NN2CCN(C)CC2)cc1,1%,5%,24%,i,-0.6%,14,1%,1%,7%
CC(=O)N(CCC(c1ccco1)C(C)C)Cc1ccc(Cl)cc1 (stereo unspecified),4.1µM*,0%,-19%,i,11%,nt,-14%,3%,?
Cc1ccc(S(=O)(=O)N2CCN(CC(=O)NC3CCCc4ccccc43)CC2)cc1C (stereo unspecified),19%&19%,-25%&-8%,?,i,2.6%&-0.5%,-54*!,0%&-17%,0%&-6%,?
COc1ccc(N(CC(=O)NCCc2cccc(C)c2)S(=O)(=O)c2c(C)nn(C)c2C)cc1,nt,-12%,7%,i,-0.7%,nt,-20%,2%,-29%
COc1ccccc1OCCNC(=O)c1cccc(S(=O)(=O)N2CC(C)OC(C)C2)c1 (stereo unspecified),3%,5%,?,i,1.5%,0,-4%,-7%,-6%
COCCn1c(SCc2cccnc2)nnc1-c1ccco1,1%,-11%,16%,i,3.2%,16,-18%,1%,-5%
CC1(C)CC(=O)C=C(NCCN2CCN(C(=S)Nc3ccccc3)CC2)C1,1%,-5%,0%,i,-1.5%,8,-4%,0%,5%
O=C(Nc1cc(C(F)(F)F)ccc1N1CCOCC1)c1cccc(F)c1,5%,-2%,-10%,i,-0.7%,-27,6%,-8%,?
Nc1c(C(=O)Nc2ccc(Cl)cc2)sc2nc(N3CCOCC3)c3c(c12)CCCC3,2.1µM*,nt,?,i,6.5%,0,5%,-1%,-5%
CCCCN(CC)CCCNC(=S)Nc1ccc2nc(N3CCN(CC)CC3)cc(C)c2c1,6%,?,-4%,?,3.0%,?,-34%,-12%,-1%
COC(=O)C1=C(C)N(CCCC(=O)O)C(=O)NC1c1ccc(Cl)cc1 (stereo unspecified),12%,-2%,24%,i,-0.6%,-7,-1%,7%,16%
Cc1cc(C)cc(N2CC(c3nc4ccccc4n3C)CC2=O)c1 (stereo unspecified),1%,-5%,0%,i,-1.9%,-13,-31%,2%,-8%
O=C1c2ccccc2C(c2nnnn2Cc2ccccc2)N1CCCn1ccnc1 (stereo unspecified),nt,0%,nt,i,-0.1%,0,nt,nt,nt
CCC(=O)Nc1sc(Cc2ccc3c(c2)OCO3)c(C)c1C(N)=O,?,-7%,?,i,1.5%,0,3%,2%,-6%
O=C(CCS(=O)(=O)c1cc(Br)cc2c1N(C(=O)C1CC1)CC2)Nc1ccc(Br)cc1F,nt,2%,2%,i,-0.4%,nt,2%,2%,1%
CCOc1ccc2c(c1)c(=O)c(S(=O)(=O)c1ccc(CC)cc1)cn2C,3%,1%,-31%,i,0.1%,-2,-10%,0%,-3%
Cc1ccc(S(=O)(=O)NCCSc2ccccc2)cc1[N+](=O)[O-],24%,2%,2%,i,-0.8%,-3,-6%,0%,1%
COc1ccccc1-c1ccc(SCc2cccc(C)c2)nn1,-3%,-1%,-17%,i,-0.7%,-20,-17%,6%,2%
Cc1nc(CSc2n[nH]c(=O)n2-c2ccccc2)cs1,-3%,nt,-25%,i,0.2%,11,-13%,0%,-12%
CCOc1cc(N2CCOCC2)c(OCC)cc1NC(C)C(=O)N1CCC(C)CC1 (stereo unspecified),-1%,-12%,17%,i,0.3%,-4,-5%,14%,?
COc1ccc(-c2noc(-c3ccc(Cl)cc3[N+](=O)[O-])n2)cc1OC,-3%,50%[activator],?,i,6.0%,-8,-31%,5%,0%
CC(=O)Nc1ccc2ccccc2c1,18%,27%,29%,i,1.4%,-11,-10%,2%,2%
COCCNc1nnc(SCC(=O)N2CCN(S(=O)(=O)c3ccccc3)CC2)s1,-2%,-7%,?,i,-0.7%,14,-18%,-19%,-5%
COc1ccc(NC(=O)CC2CCCCC2)cc1OC,5.8µM*,26%,?,i,-0.1%,15,-1%,-1%,-2%
Cc1ccc(/C=C(\NC(=O)c2ccccc2)C(=O)NCCc2ccccn2)o1,0%,13%,3%,i,11%,-6,-22%,-6%,?
NNC(=O)CNC(c1ccccc1)c1cc(Cl)ccc1NC(=O)c1ccccc1 (stereo unspecified),11%,-19%,-4%,i,-0.1%,0,4%,10%,-15%
O=C1c2ccccc2NC(c2ccc(Br)s2)N1O (stereo unspecified),23µM*,nt,18µM*,i,6.1%,23,-4%,-17%,-4%
Cc1ccccc1N/C(SCc1ccc(Cl)cc1)=C(/C#N)C(N)=O,27%,-9%,-3%,i,23%,-24,-1%,3%,?
Cc1cn2c(=O)c(S(=O)(=O)NCCc3ccccc3)c(C)nc2s1,nt,nt,7%,nt,-1.1%,nt,-2%,8%,41%[activator]
Cc1cc(O)c(CN(C)C)c2c1C(=O)/C(=C/c1ccco1)O2,-6%,5%,7%,nt,?,-1,-2%,-16%,-2%
CC1Oc2ccccc2C=C1/C=N/NC(=O)c1ccncc1 (stereo unspecified),0%,-12%,-28%,?,2.3%,9,-11%,-13%,-2%
